# DNMT1 block: inhibitors of human DNMT1; P26358; DNMT1 molecular beacon, Hinp1I cleavage, fluorescence; inhibition (reported as % activation of signal), % at 10 µM; 0.83% of 360,000 active; AID 588458; in the data active means inhibition above about 50%
# NadD block: NadD (S. aureus) enzyme inhibition | AID 602399 | 0.78% of 360,000 active | inhibition, % at 20 µM | purified NadD enzyme, colorimetric absorbance read-out; in the data active means inhibition above about 26%; further: some compounds past the cut are filed as inactive
# STEP inh: STEP (human) phosphatase inhibition; recombinant STEP, OMFP fluorogenic substrate, fluorescence; 0.25% of 360,000 active; inhibition, % at 20 µM;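 active means inhibition at 20 µM, scaled per plate between control wells, above about 37%, limit read from the data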;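 further: 0% = DMSO with enzyme and substrate and 100% = substrate only without enzyme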
# Target sequence (P54829 whole entry, looked up): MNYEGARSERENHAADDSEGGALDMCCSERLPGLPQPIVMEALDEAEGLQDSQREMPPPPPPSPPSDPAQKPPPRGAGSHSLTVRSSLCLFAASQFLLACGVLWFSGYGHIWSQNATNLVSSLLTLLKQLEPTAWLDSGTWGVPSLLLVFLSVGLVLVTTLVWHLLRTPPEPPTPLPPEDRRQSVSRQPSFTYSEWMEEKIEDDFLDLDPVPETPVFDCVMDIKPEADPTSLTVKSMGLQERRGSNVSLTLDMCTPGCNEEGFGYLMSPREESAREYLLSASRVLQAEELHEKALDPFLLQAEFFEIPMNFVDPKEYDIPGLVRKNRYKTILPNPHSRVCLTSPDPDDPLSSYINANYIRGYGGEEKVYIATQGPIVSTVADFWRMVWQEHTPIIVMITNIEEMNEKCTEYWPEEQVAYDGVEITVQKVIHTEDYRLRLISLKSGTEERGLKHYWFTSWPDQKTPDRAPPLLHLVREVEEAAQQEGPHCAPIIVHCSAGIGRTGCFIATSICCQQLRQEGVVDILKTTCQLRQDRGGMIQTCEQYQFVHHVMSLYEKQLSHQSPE
#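 Also added – OMFP at 25 µM · Test system – STEP tyrosine phosphatase · Technique – FITC-channel fluorescence of OMFP product · Schedule – 20 min at room temperature, dark · Evaluation – control-normalized % inhibition with plate pattern correction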
# Rpn11 block: Rpn11 (human) deubiquitinase inhibition. 0.59% of 360,000 active. AID 588493. calls only at 20 µM. human 26S proteasome, Ub4-pepOG fluorescence polarization; 20S core pre-blocked with epoxomicin;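 active means inhibition at 20 µM, scaled to each plate's controls, above about 33%, limit read from the data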
# MT1-MMP act inh: blocks activation of human MT1-MMP; P50281; HT1080 RFP-PRO-GFP cells, GFP/RFP ratio fluorescence, overnight; percent of plate control window, DMSO zero; GFP/RFP ratio change, % at 20 µM; 0.061% of 360,000 active;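 active means GFP/RFP ratio change of at least 30% with cell ATP level not reduced by more than half and red fluorescence within 50% of control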; further: strong numbers were not always called active
#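 Assay system: HT1080 RFP-PRO-GFP cells. Benchmarks: DMSO vehicle wells and RFP-L50D-GFP reporter cell wells. Times: overnight cell settling, then overnight compound exposure, 37 °C, 5% CO2. Compound: 20 µM single dose, 1% DMSO. Read-out basis: GFP/RFP fluorescence ratio.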
# NRP1-CendR mod: NRP-1/CendR interaction modulation; O14786; FAM-RPARPAR peptide binding to NRP-1, fluorescence polarization; inhibition, % at 25 µM; 0.85% of 360,000 active;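 active means inhibition or corrected inhibition above about 18%, plus a signal ratio from 0.5 to 1.5, limit read from the data, passing the limit was not always enough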; further: strong numbers were not always called active
# SUMO1-SIM PPI: modulators of human SUMO1-mediated protein-protein interactions; P63165; 0.33% of 360,000 active; AID 602429; SUMO1 binding to a labelled peptide, TR-FRET, 1 h; inhibition, % at 20 µM; in the data active means inhibition above about 37%
# Target sequence (P63165 whole entry, looked up): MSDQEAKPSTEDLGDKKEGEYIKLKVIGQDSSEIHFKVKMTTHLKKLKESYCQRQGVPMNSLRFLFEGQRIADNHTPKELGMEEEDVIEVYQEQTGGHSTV
# Scp-1 inhibitor: inhibitors of human Scp-1 phosphatase; Q9GZU7; 0.88% of 340,000 active; Recombinant Scp1, phosphopeptide, malachite green phosphate absorbance; inhibition, % at 20 µM; AID 493091;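 active means inhibition above about 50% at 20 µM, limit read from the data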;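 further: plate controls were DMSO wells with enzyme for no effect and wells lacking enzyme for full effect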
# Target sequence (Q9GZU7 76-261 limits assumed): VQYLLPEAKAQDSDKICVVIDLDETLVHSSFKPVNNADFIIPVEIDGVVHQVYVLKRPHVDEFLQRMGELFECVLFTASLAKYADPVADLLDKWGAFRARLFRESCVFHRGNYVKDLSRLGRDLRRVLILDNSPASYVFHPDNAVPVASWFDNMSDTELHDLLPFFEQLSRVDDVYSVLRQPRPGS
#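 Times: enzyme reaction 45 min at room temperature, colour 5 min, stabilisation 30 min. Material: SCP-1 catalytic fragment, aa 76-261. Medium: Acidic Tris acetate buffer with magnesium and detergent. Signal: colorimetric free-phosphate detection, absorbance 630 nm. Read-out basis: % inhibition of SCP-1 phosphate liberation. Reagent: Phosphorylated 17-residue peptide substrate.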
# LMPTP block: blocks human LMPTP phosphatase; 0.22% of 360,000 active; P24666; inhibition, % at 20 µM; recombinant LMPTP-A, OMFP fluorogenic substrate, fluorescence intensity;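 active means compounds that cut the enzyme signal by at least half of the control window in the single-dose screen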;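 further: plate controls were DMSO wells with enzyme plus substrate for no effect and substrate without enzyme for full effect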
# Target sequence (P24666 whole entry, looked up): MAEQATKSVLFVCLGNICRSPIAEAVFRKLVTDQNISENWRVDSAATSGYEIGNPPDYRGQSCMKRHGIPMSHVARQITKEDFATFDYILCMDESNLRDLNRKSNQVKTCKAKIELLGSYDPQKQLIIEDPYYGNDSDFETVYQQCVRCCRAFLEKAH
#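 test system = LMPTP-A | amount = 0.625 nM LMPTP-A final | reagent = fluorogenic phosphatase substrate OMFP at 400 µM final | incubation = 50 min at room temperature | benchmarks = no-enzyme low control, uninhibited high control | medium = Bis-Tris pH 6.0, DTT, detergent | signal = fluorescence intensity of OMFP turnover product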
# SKN-1 inh: C. elegans SKN-1 inhibition; C. elegans VP596 Pgst-4::GFP/RFP ratio, acrylamide-induced, 24 h; AID 624304; 0.49% of 360,000 active; inhibition, % at 21.8 µM;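 active means interference check ratio from 0.5 to 1.5 plus GFP to RFP signal ratio inhibition reaching or exceeding a fixed threshold, cut at about 30% in these data, passing the limit was not always enough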; further: some compounds called inactive have numbers as strong as hits
# Numbers without * were called inactive; i = inactive; / = not tested or not shown.
SMILES,DNMT1 block,NadD block,STEP inh,Rpn11 block,MT1-MMP act inh,NRP1-CendR mod,SUMO1-SIM PPI,Scp-1 inhibitor,LMPTP block,SKN-1 inh
Clc1ccc(Cn2nnc(-c3ccc(N4CCOCC4)cc3)n2)cc1,-4.9,1.8,2.1,i,1.5,-7.4,-1.1,-2.7,1.2,-1.3
C/C(=N\NC(=O)c1c(Cl)c(C)nn1C)c1ccc(NC(=O)COc2ccc(Cl)cc2C)cc1,-10.6,-13.1,0.6,i,3.2,-8.2,1.0,-9.5,0.1,4.5
CCOc1nc(NC2CCCCC2)nc(NC(C)(C)C)n1,0.6,-6.0,0.7,i,-3.3,-0.1,1.3,-4.8,1.7,-6.9
Cc1cc(C)c(C#N)c(SCCN2CCOCC2)n1,1.6,-2.8,-1.8,i,1.3,-8.5,-3.6,-8.9,-1.6,-12.6
Cc1ccc(NC(=O)c2ccc(S(=O)(=O)Nc3c(C)n(C)n(-c4ccccc4)c3=O)cc2)nc1,4.7,-0.1,-0.4,i,1.8,5.3,1.1,3.1,-0.3,-10.1
O=C(CN1CCC(Cc2ccccc2)CC1)NCCc1ccc(F)cc1,3.2,-11.3,-1.1,i,2.3,8.9,-1.7,5.4,0.1,-3.3
COc1cc(-n2c(=O)c3ccccc3n(Cc3cc(=O)n4ccccc4n3)c2=O)cc(OC)c1OC,-0.5,-1.0,-3.9,i,-5.1,-10.3,-1.1,-3.9,-2.8,-5.2
CC1CCCCC1NC(=O)CCn1c(=O)sc2ccccc21 (stereo not given),-1.8,-0.2,-2.0,i,-1.5,8.5,2.9,-8.8,-0.5,20.9
O=C(Cn1c(-c2ccccn2)nc2ccccc21)N/N=C/c1cccnc1,3.2,0.7,-1.1,i,-0.8,5.0,-5.1,0.4,0.7,6.5
Cc1ccc(N(C(=O)C2CCC(=O)N2)C2(C(=O)NC3CCCCC3)CCCCC2)cc1 (stereo not given),-1.8,2.9,1.7,i,-4.8,14.9,5.0,-2.6,0.1,11.0
O=C(CCCOc1ccccc1)N1CCN(c2ccc(F)cc2)CC1,-6.1,-1.7,-0.2,i,9.9,3.6,0.0,-5.6,-0.1,7.1
O=C(CSc1nnc(-c2ccncc2)o1)NCc1ccc(Cl)cc1,-2.0,-0.9,-2.0,i,-0.7,-1.2,-1.3,-4.0,-0.3,5.7
Cn1nnnc1SCc1cccc(CSc2nnnn2C)n1,-4.5,-4.7,1.2,i,1.7,0.5,-2.0,0.0,1.0,-16.0
Cc1ccc2nc(N)nnc2c1,7.0,-0.5,-2.8,i,5.8,-5.4,-32.0,/,-1.3,18.8
COc1ccc(N2CCN(C(=O)CSc3nnc(Cn4nnc5ccccc54)n3C)CC2)cc1,-0.8,-1.2,2.4,i,3.0,-11.1,-1.1,-0.4,-1.1,4.8
Cc1nc2ccccn2c1C(=O)NNC(=O)Nc1ccccc1,1.7,-5.4,0.4,i,-1.3,-5.8,3.5,-3.6,-1.6,3.1
CNc1ccccc1C(C)(C)c1cc(C)[nH]n1,1.4,7.1,-4.2,i,7.0,4.8,-1.6,-2.8,-0.3,-0.3
O=C(NCc1cccnc1)c1ccc(Cn2c(=S)[nH]c3ccc(Br)cc3c2=O)cc1,3.2,24.8,-0.8,i,-1.0,-2.1,-0.8,-6.2,8.0,6.6
Cc1onc(-c2ccccc2Cl)c1-c1nc(-c2ccncc2)no1,-4.3,3.2,5.5,i,-5.1,11.9,0.8,-4.3,0.2,11.0
Cc1c(C(C)NC(=O)c2cc(COc3cccc4cnccc34)on2)cnn1C (stereo not given),1.7,-3.9,-1.8,i,1.1,15.0,-20.1,0.3,-0.8,6.1
CC(C)CCNC(=O)C(c1ccc(O)cc1)N(Cc1cccs1)C(=O)C1COc2ccccc2O1 (stereo not given),1.4,-0.4,-3.1,i,-18.9,5.2,0.1,-5.3,2.7,9.9
Cc1ccc(C)c(NC(=O)CN(C)C(=O)C2CCN(S(=O)(=O)c3ccc4c(c3)OCCO4)CC2)c1,0.0,-0.6,-1.5,i,3.7,4.1,1.0,-2.0,-0.3,23.9
O=C(NCc1ccc(Cl)cc1)NCC(F)(F)F,2.5,6.8,0.6,i,4.9,-1.5,-1.1,-4.8,-0.8,2.1
Cc1ccc(S(=O)(=O)NCCC(=O)NNC(=O)C2COc3ccccc3O2)cc1 (stereo not given),0.8,-4.7,-5.0,i,-2.5,-7.2,3.2,-1.9,0.0,-20.3
O=C(O/N=C/c1cccc([N+](=O)[O-])c1)C1CC1,8.1,-5.9,3.6,i,2.4,-5.9,-20.6,5.6,-0.5,-5.2
CCOC(=O)Cc1csc(NC(=O)CSc2nnnn2-c2ccc(C)cc2C)n1,-0.4,-4.4,0.4,i,0.0,-5.5,2.8,-7.2,1.0,-2.6
Cc1ccc(C(=O)Nc2cc3c(oc2=O)CCCC3=O)cc1,0.6,0.4,-3.2,i,-3.3,6.9,-26.2,-4.3,-1.0,2.4
O=C(CSc1nnc(-c2ccc(Cl)cc2Cl)n1C1CCCCC1)N1CCCC1,14.5,5.5,3.7,i,-1.6,-0.7,-4.4,0.3,-1.1,-16.0
CCn1c(C)nc2cc(-c3nnc(-c4c(-c5ccccc5)noc4C)o3)ccc21,-0.7,-6.4,4.6,i,2.6,-4.0,5.5,-7.0,1.2,-19.7
COc1ccc(/C=C/C(=O)OCC(=O)Nc2ccc(Cl)cn2)cc1,6.7,3.0,-3.4,i,-29.9,-11.7,-4.2,-5.7,1.8,5.7
COc1ccc(N2C(=O)C3NN=C(C(=O)OCc4ccccc4)C3C2=O)cc1 (stereo not given),-0.6,-7.3,-1.3,i,-0.6,-2.2,-3.5,-5.2,-0.6,2.1
Cc1ccc(S(=O)(=O)N2c3ccccc3NC(=O)C2CC(=O)Nc2ccccc2)cc1 (stereo not given),-1.7,-4.5,-2.0,i,-3.3,3.0,-2.0,-4.3,-0.1,-7.4
C=CCCN(Cc1ccccc1)S(=O)(=O)c1ccccc1Br,0.0,-2.3,0.1,i,-5.4,12.6,1.7,-8.1,1.7,2.0
COC(c1ccc(Cl)cc1)(c1ccc(Cl)cc1)C(Oc1nc(C)cc(C)n1)C(=O)O (stereo not given),-2.2,8.9,3.7,i,-7.2,18.1,-0.8,3.0,-0.5,5.3
O=C(N/N=C/c1c(Cl)cccc1Cl)C(=O)NC1CC1,-0.3,1.6,-1.9,i,1.0,-6.0,1.0,-3.5,0.1,-4.1
CC(C)COc1ccc(C(=O)N/C(=C\c2cccc([N+](=O)[O-])c2)C(=O)O)cc1,1.3,-5.3,-1.3,i,3.7,9.8,-19.3,-12.3,-3.5,0.6
O=C(Nc1ccc(Cc2ccncc2)cc1)c1ccc(S(=O)(=O)N2CCOCC2)cc1,-3.5,7.9,-2.8,i,-4.3,-2.4,1.5,-2.2,-0.2,17.8
CC(=O)Nc1c(Cl)c(Cl)c2c(c1Cl)C(=O)c1cc(Cl)ccc1-2,7.2,14.6,4.5,i,-1.0,9.0,-12.4,-7.6,1.4,7.0
O=C(Nc1ccc(F)cc1)NC1CCN(Cc2ccccc2)CC1,5.7,0.9,1.2,i,2.5,5.1,-1.8,-0.9,0.7,-1.3
Cc1ccc(NC(=O)C2CCN(c3ncnc4c3nc3n4CCCCC3)CC2)cc1Cl,-2.6,-6.0,-1.0,i,1.0,-6.3,6.4,15.0,0.6,-6.7

# Part of the list above, showing only Rpn11 block, SUMO1-SIM PPI and NRP1-CendR mod.
canonical_smiles | Rpn11 block | SUMO1-SIM PPI | NRP1-CendR mod
COC(c1ccc(Cl)cc1)(c1ccc(Cl)cc1)C(Oc1nc(C)cc(C)n1)C(=O)O (stereo not given) | i | -0.8 | 18.1
O=C(N/N=C/c1c(Cl)cccc1Cl)C(=O)NC1CC1 | i | 1.0 | -6.0

# (further entries)
SMILES,DNMT1 block,NadD block,STEP inh,Rpn11 block,MT1-MMP act inh,NRP1-CendR mod,SUMO1-SIM PPI,Scp-1 inhibitor,LMPTP block,SKN-1 inh
C=CCNC(=S)Nc1ccc2nc(C)c(C)nc2c1,-0.7,-3.9,-10.2,i,2.8,-7.0,-13.2,-2.2,-1.2,-27.5
COC(=O)c1ccc(NC(=O)C(OC)c2ccccc2)cc1 (stereo not given),-7.8,0.2,-1.8,i,4.8,-1.5,0.9,-3.6,-0.8,-12.6
O=C(Nc1cccc(Cl)c1)N1CCSc2cc(Cl)ccc21,-0.1,-4.0,-1.1,i,3.8,-0.2,-0.3,-9.2,1.5,2.9
Nc1ccc(Cl)cc1/C(=N/O)c1ccccc1,-5.9,7.9,-0.3,i,6.7,1.2,-2.4,-4.8,-0.2,6.4
O=C(COc1ccccc1[N+](=O)[O-])NCCCN1CCCC1=O,3.7,-4.6,-1.4,i,-0.4,3.6,-4.3,-5.7,-1.0,-2.5
N#CCCn1cc(/C=C2\NC(=S)N(c3ccccc3)C2=O)c(-c2ccc(F)cc2)n1,-6.0,2.6,-0.7,i,/,6.1,-11.3,-6.4,1.1,-21.9
CCOc1cc(/C=N/NC(=O)C(=O)NC)cc(Br)c1O,-1.4,5.6,0.7,i,0.7,-10.2,8.8,-1.7,-6.6,3.2
Cc1nn(-c2ccccc2)c(C)c1NC(=O)COC(=O)[C@@H](NC(=O)c1ccccc1)C(C)C,-0.5,-1.1,-0.1,i,-3.5,2.2,-3.1,-1.2,-0.7,6.6
COc1ccccc1C(=O)NC(=O)Cn1nc(C)c([N+](=O)[O-])c1C,-2.3,-1.5,1.1,i,1.8,-1.9,-0.5,-0.8,0.0,7.6
Cc1cc(C(=O)NC(C)c2ccncc2)no1 (stereo not given),1.4,4.9,-3.0,i,-0.1,2.0,-0.7,5.9,-1.4,-4.6
CC(C)N(C(=O)COC(=O)c1ccc(Cl)nc1)C(C)C,4.6,-6.2,0.1,i,2.0,3.7,0.2,0.2,0.9,2.3
O=S(=O)(Nc1nccs1)c1ccc(NCc2cc(Br)cc(Br)c2O)cc1,-8.3,12.7,-1.1,i,5.9,-22.6,32.2,6.0,0.6,-2.4
Cc1ccsc1/C=N/N1CCN(c2ccccc2)CC1,-2.3,6.3,-1.8,i,4.0,-0.3,-4.2,0.5,1.3,4.3
O=C(CSc1n[nH]c(-c2ccccc2O)n1)NC1CCCCC1,0.2,-7.3,-2.3,i,0.6,9.7,2.3,0.9,3.8,-9.3
O=C(CCN1C(=O)S/C(=C\c2ccc(Cl)cc2)C1=O)Nc1ccc(C(=O)O)cc1,0.7,1.1,8.5,i,-2.5,-10.5,-22.7,80.0*,12.3,-0.1

# An excerpt of these results, with values under each structure.
# Second line of a record: DNMT1 block | NadD block | STEP inh | Rpn11 block | MT1-MMP act inh | NRP1-CendR mod | SUMO1-SIM PPI | Scp-1 inhibitor | LMPTP block | SKN-1 inh
> O=C(CCCOc1ccccc1)N1CCN(c2ccc(F)cc2)CC1
    -6.1 | -1.7 | -0.2 | i | 9.9 | 3.6 | 0.0 | -5.6 | -0.1 | 7.1
> CC1CCCCC1NC(=O)CCn1c(=O)sc2ccccc21 (stereo not given)
    -1.8 | -0.2 | -2.0 | i | -1.5 | 8.5 | 2.9 | -8.8 | -0.5 | 20.9

# Screens as filed in PubChem.
